IDE cell activ = boosts human insulin-degrading enzyme activity in HEK cells; P14735; FAbeta-B cleavage, fluorescence polarization; 0% vehicle, 100% cell-free pure enzyme wells; activation, % at 5.96 µM; hit rate 0.073% among 340,000; AID 493087;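 active means activation above the mean of all tested compounds plus 3 SD, set per screening campaign, cut at about 17% in these data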
UBC9 SUMO inh = inhibitors of human SUMOylation (UBC9) | HTRF SUMOylation assay, SAE1/SAE2 + UBC9, in vitro | inhibition, % at 35 µM | hit rate 0.36% among 290,000; in the data active means inhibition above about 50%, passing the limit was not always enough; further: strong numbers were not always called active
Target sequence (P63279 whole entry, looked up): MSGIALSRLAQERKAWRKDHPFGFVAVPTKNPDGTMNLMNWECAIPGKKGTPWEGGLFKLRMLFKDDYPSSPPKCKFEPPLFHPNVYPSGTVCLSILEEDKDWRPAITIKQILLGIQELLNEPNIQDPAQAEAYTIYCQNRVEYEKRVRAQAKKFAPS
IDE inh = cellular human IDE inhibition | P14735 | HEK cells, FAbetaB cleavage, fluorescence polarization | inhibition, % at 5.59 µM | hit rate 0.41% among 320,000 | AID 434962;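 active means percent inhibition above the average of all tested compounds plus 3 SD, set per screening campaign, cut at about 16% in these data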;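 further: IDE supplied by intact live HEK cells; FP after avidin binding of uncleaved biotin substrate so inhibition keeps polarization high; 0% = DMSO wells and 100% = 60 µM reference IDE inhibitor Ii1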
VIM-2 inh = inhibitors of Pseudomonas aeruginosa VIM-2 metallo-beta-lactamase. purified VIM-2, nitrocefin hydrolysis, epi-absorbance fluorescence. inhibition, % at 5.6 µM. hit rate 0.89% among 290,000. AID 1527;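 active means inhibition above the mean of all tested compounds plus 3 SD, cutoff set per screening run, cut at about 7.5% in these data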;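 further: red hydrolysis product quenches plate fluorescence so inhibitors raise well fluorescence; 0% = enzyme with DMSO and 100% = DMSO without enzyme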
GalR3 antag = blocks the human galanin receptor 3; O60755; HEK293 GalR3-CNG cAMP membrane potential fluorescence; galR3 body fused to GalR1 C-terminus; inhibition, % at 3 µM; hit rate 0.44% among 360,000;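 active means inhibition above the screen-wide average plus 3 SD, cut at about 13% in these data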;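 further: forskolin and galanin both at EC90 stimulate the cells; cAMP rise reported by CNG channel membrane potential dye signal; 0% = forskolin plus galanin with DMSO and 100% = forskolin alone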
Target sequence (O60755 1-299 limits assumed): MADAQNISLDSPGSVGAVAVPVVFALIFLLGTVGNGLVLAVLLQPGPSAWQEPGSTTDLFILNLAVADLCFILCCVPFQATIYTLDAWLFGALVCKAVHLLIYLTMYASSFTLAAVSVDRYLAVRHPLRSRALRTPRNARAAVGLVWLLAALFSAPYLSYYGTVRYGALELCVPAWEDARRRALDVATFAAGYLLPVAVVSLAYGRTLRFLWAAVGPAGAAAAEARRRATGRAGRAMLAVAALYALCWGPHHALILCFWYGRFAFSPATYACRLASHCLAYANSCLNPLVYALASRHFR
NS3 helicase inh = inhibitors of Hepatitis C virus NS3 helicase | NS3 helicase DNA unwinding, Cy5 molecular beacon fluorescence | inhibition, % at 10.9 µM | hit rate 0.56% among 290,000;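 active means inhibition above the mean of all tested compounds plus 3 SD, set per campaign, cut at about 35% in these data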;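 further: 0% = DMSO wells and 100% = thioflavine S control wells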
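Control set: DMSO versus 110 µM thioflavine S; Material: NS3 helicase fragment of HCV; Measured by: Cy5 fluorescence at 0 and 60 min, beacon hairpin quenching; Read-out basis: percent inhibition from t60/t0 fluorescence ratio; Times: reaction time 60 min, 25 °C; Repeats: single replicate; Compound dosing: single dose, 10.9 µM nominal final, DMSO 0.8% final.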
pCIP destab = compounds decreasing mouse p/CIP protein stability; Q05BA5; F442A p/CIP-EGFP cells, EGFP fluorescence, 16 h; decrease of EGFP signal, % at 10 µM; hit rate 0.01% among 290,000;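 active means EGFP signal decrease of at least 30% at 10 µM or well 3 SD below plate mean, unless failing retest; inactive means the rest, including hits failing retest or dose response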; further: some compounds called inactive have numbers as strong as hits; many of its hits are not listed in these tables
CRFR2-BP antag = antagonists of CRF-binding protein/CRF-R2 receptor complex; hit rate 0.59% among 350,000; inhibition, % at 11.8 µM; HEK293 CRF-R2/CRF-BP, CRF-induced calcium fluorescence; AID 588475;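 active means inhibition of the ligand-induced calcium signal above about 50% at the single tested concentration, limit read from the data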
IMP-1 inh = blocks Pseudomonas aeruginosa IMP-1 metallo-beta-lactamase; purified IMP-1, nitrocefin hydrolysis, epi-absorbance fluorescence; AID 1556; inhibition, % at 5.6 µM; hit rate 0.45% among 290,000;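 active means inhibition above the mean plus 3 SD of all compounds in the same screening run, cut at about 4.5% in these data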;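 further: 0% = IMP-1 with DMSO and 100% = DMSO wells lacking enzyme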
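Assay system: purified IMP-1; Quantity: IMP-1 0.2 nM before substrate addition; Medium: HEPES buffer pH 7.1 with ZnSO4 and Brij 35; Incubation: 15 min enzyme–compound preincubation, then 25 min nitrocefin reaction, 25 °C; Signal: fluorescence quenching readout, ex 480/em 530 nm; Controls: DMSO with and without IMP-1; Repeats: singlicate testing.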
Numbers without * were called inactive; x = not tested or not shown. No enrichment for hits; overall some 3.2% were active at least once.

The first two records as a preview:
[1] Cc1cc(C)c2nc(-c3ccco3)cc(C(=O)O)c2c1
[2] COc1ccc(C(CNC(=O)c2oc3cc(C)c(Cl)cc3c2C)N2CCCCC2)cc1 (stereo not drawn)
Assay by compound,1,2
IDE cell activ,5,-1
UBC9 SUMO inh,39,x
IDE inh,x,1
VIM-2 inh,-3.0,-1.2
GalR3 antag,0,x
NS3 helicase inh,37*,-48
pCIP destab,-9,-16
CRFR2-BP antag,-10,-8
IMP-1 inh,-0.7,-1.9

Main list, previewed entries included:
[1] Cc1cc(C)c2nc(-c3ccco3)cc(C(=O)O)c2c1
[2] COc1ccc(C(CNC(=O)c2oc3cc(C)c(Cl)cc3c2C)N2CCCCC2)cc1 (stereo not drawn)
[3] Cc1ccc(NC(/C=C/N(C)C)=C/C(=O)C(F)(F)F)c(C)c1
[4] Cc1noc(NC(=O)c2ccccc2C(F)(F)F)c1C#N
[5] CCCNC(=O)C(Cc1ccc(F)cc1)NC(=O)c1ccc(C#N)cc1 (stereo not drawn)
[6] CCCCOP(=O)(OCCCC)C(O)c1ccc(F)cc1 (stereo not drawn)
[7] CC(C)CNC(=O)C1CC(=O)OC12CCCCC2 (stereo not drawn)
[8] Nc1ccc(Sc2ccccc2Cl)nc1
Assay by compound,1,2,3,4,5,6,7,8
IDE cell activ,5,-1,-1,3,-2,3,1,0
UBC9 SUMO inh,39,x,-13,12,x,12,1,x
IDE inh,x,1,4,-2,2,5,1,4
VIM-2 inh,-3.0,-1.2,-1.7,-2.5,x,-3.0,-5.7,x
GalR3 antag,0,x,-5,-5,-7,-9,-2,1
NS3 helicase inh,37*,-48,-7,7,x,6,9,x
pCIP destab,-9,-16,-3,-10,x,3,2,x
CRFR2-BP antag,-10,-8,-17,4,4,23,-4,3
IMP-1 inh,-0.7,-1.9,-3.1,-1.9,x,-2.9,2.4,x

[9] Cc1ccc(-c2cc(C(F)F)n3ncc(C(=O)NCc4ccco4)c3n2)cc1
[10] COc1ccccc1CNC(=O)C1CC2Cn3c(nc4cc5ccccc5cc43)C2N1C (stereo not drawn)
[11] Cc1cc(/C=N/n2cnnc2)c(C)n1-c1ccc2c(c1)OCO2
[12] CCOC(=O)C1=C(C)N=C2SC(C(=O)OC)=CC(=O)N2C1c1cc(OC)c(OC)c(OC)c1 (stereo not drawn)
[13] COc1ccc(CCN2C(=O)CC(N3CCN(S(=O)(=O)c4ccccc4)CC3)C2=O)cc1 (stereo not drawn)
[14] Cc1nc(SC(C(=O)c2ccccc2)c2ccccc2)nc2ccccc12 (stereo not drawn)
[15] CCN1CCN(CCC(=O)Nc2cc(OC)ccc2OC)CC1
[16] COC(=O)c1cc(NS(=O)(=O)c2ccc(OC)c(OC)c2)ccc1Cl
Assay by compound,9,10,11,12,13,14,15,16
IDE cell activ,0,3,6,2,-4,5,-1,0
UBC9 SUMO inh,36,x,4,-27,1,19,13,15
IDE inh,3,-2,2,8,2,-3,8,-6
VIM-2 inh,-0.8,x,-0.8,2.5,-4.0,-0.3,-0.6,-0.7
GalR3 antag,0,-3,-6,9,-5,-5,-5,-3
NS3 helicase inh,1,x,-1,24,2,-2,10,12
pCIP destab,-8,x,-3,3,-1,2,0,-13
CRFR2-BP antag,0,-5,16,22,1,24,18,-17
IMP-1 inh,-2.0,x,-0.9,1.1,-1.7,-2.5,-3.0,-0.9

[17] COc1ccc(CC(=O)N/N=C(\C)c2cccnc2)cc1
[18] O=C(NCCCn1ccnc1)/C(=C\c1cccnc1)NC(=O)c1ccccc1F
[19] CC(C)n1c(NCc2ccc(N(C)C)cc2)nc2ccccc21
[20] CCn1c(CC(=O)Nc2cccc(Cl)c2Cl)nnc1SCCOc1ccc(OC)cc1
[21] Cc1ccccc1CC(=O)c1ccc(O)c(C)c1O
[22] C=CCOc1ccc(/C=N/Nc2ccccn2)cc1OC
[23] CSc1nnc(-c2cccn(Cc3cccc(Cl)c3)c2=O)o1
[24] OCC[C@H]1C[C@@H](O)[C@H](O)[C@@]2(OCCc3ccccc32)O1
Assay by compound,17,18,19,20,21,22,23,24
IDE cell activ,0,7,6,4,-3,4,0,5
UBC9 SUMO inh,11,17,19,6,6,0,23,x
IDE inh,0,-3,-1,5,3,-1,-2,3
VIM-2 inh,-1.1,-2.1,-5.0,-1.6,0.1,-2.1,-1.0,x
GalR3 antag,-1,-1,0,x,1,-3,2,-6
NS3 helicase inh,-10,9,-6,14,-9,-3,2,x
pCIP destab,3,-11,-13,2,-11,7,-8,x
CRFR2-BP antag,1,3,-34,-7,-3,-15,1,3
IMP-1 inh,-3.3,-3.0,-5.0,-3.6,-2.7,-5.4,-2.4,x

Reprinted at random: 2 compounds from above, in no set order.
[18] O=C(NCCCn1ccnc1)/C(=C\c1cccnc1)NC(=O)c1ccccc1F
[23] CSc1nnc(-c2cccn(Cc3cccc(Cl)c3)c2=O)o1
Assay by compound,18,23
IDE cell activ,7,0
UBC9 SUMO inh,17,23
IDE inh,-3,-2
VIM-2 inh,-2.1,-1.0
GalR3 antag,-1,2
NS3 helicase inh,9,2
pCIP destab,-11,-8
CRFR2-BP antag,3,1
IMP-1 inh,-3.0,-2.4

Single entries from the entries so far.
For IDE cell activ, no. 21 shows -3
For GalR3 antag, no. 23 shows 2
For NS3 helicase inh, no. 20 shows 14
For IMP-1 inh, no. 18 shows -3.0
For CRFR2-BP antag, no. 22 shows -15

Records 1 through 2, reprinted for reference:
[1] Cc1cc(C)c2nc(-c3ccco3)cc(C(=O)O)c2c1
[2] COc1ccc(C(CNC(=O)c2oc3cc(C)c(Cl)cc3c2C)N2CCCCC2)cc1 (stereo not drawn)
Assay by compound,1,2
IDE cell activ,5,-1
UBC9 SUMO inh,39,x
IDE inh,x,1
VIM-2 inh,-3.0,-1.2
GalR3 antag,0,x
NS3 helicase inh,37*,-48
pCIP destab,-9,-16
CRFR2-BP antag,-10,-8
IMP-1 inh,-0.7,-1.9

More structures:
[25] CCc1cccc(C)c1NC(=S)N(CCCN1CCOCC1)Cc1cccnc1
[26] CCOC(=O)c1c(NC(=O)COC(=O)/C=C/c2ccco2)sc2c1CC(C)(C)NC2(C)C
[27] Cc1onc(-c2ccccc2Cl)c1C(=O)Nc1ccc(-n2nncc2C(C)(C)C)cc1
[28] OC(CN1CCCC(C(F)(F)F)C1)c1ccccc1 (stereo not drawn)
[29] CSCCC(NC(=O)c1cccc(C)c1)C(=O)NCc1cccs1 (stereo not drawn)
[30] CCCN(CCC)C(=O)C1CC(=O)OC12CCCCC2 (stereo not drawn)
[31] C=C1C[C@@]23CCC4[C@@](C)(CCC[C@@]4(C)C(=O)O)C2CC[C@]1(O)C3 (stereo partly drawn)
[32] CCN(CC(=O)Nc1ccc(NC(C)=O)cc1)C(=O)c1cc2c(s1)CCCCC2
Assay by compound,25,26,27,28,29,30,31,32
IDE cell activ,-1,-5,-2,2,-1,x,2,7
UBC9 SUMO inh,0,x,-15,1,x,14,x,x
IDE inh,3,4,3,-3,0,0,-2,2
VIM-2 inh,1.6,x,-5.1,-0.8,x,-1.9,x,x
GalR3 antag,4,-6,-2,-7,-6,3,-3,-5
NS3 helicase inh,0,x,3,-7,x,-4,x,x
pCIP destab,2,x,5,-7,x,-1,x,x
CRFR2-BP antag,6,-15,5,-6,-6,-13,4,-1
IMP-1 inh,-1.4,x,-4.2,-1.3,x,-1.2,x,x

[33] O=C(CSc1ncn(-c2ccccc2)n1)Nc1nncs1
[34] c1ccc(Nc2nc3ccccc3n3nnnc23)cc1
[35] N#CCSc1ccc2nc(-c3ccccc3)cn2n1
[36] CCOc1cc(Br)c(CN2C(=O)NC3(CCCCCC3)C2=O)cc1OCC
[37] CC(C)CC(=O)NC(=S)N(Cc1ccccc1)Cc1ccccc1
[38] COC(=O)c1ccc(Cl)c(NC(=O)NC2CCCCC2)c1
[39] CCN(CC)CCNC(=O)c1ccc(NC(=O)COc2ccccc2F)cc1
[40] O=C(Nc1ccc(-c2noc(CCc3ccccc3)n2)cc1)c1ccco1
Assay by compound,33,34,35,36,37,38,39,40
IDE cell activ,5,0,4,1,-1,2,2,1
UBC9 SUMO inh,12,26,9,6,10,19,10,4
IDE inh,-4,-1,-5,-2,3,3,4,3
VIM-2 inh,0.1,-0.1,0.1,0.0,-3.4,-0.1,-3.0,-1.2
GalR3 antag,-2,x,-2,-3,-12,-3,-4,1
NS3 helicase inh,-5,-12,16,-1,-5,-1,-1,-6
pCIP destab,-11,-17,-6,-22,-16,0,-11,-8
CRFR2-BP antag,4,-43,2,-46,13,-1,9,6
IMP-1 inh,-0.9,-0.5,-2.2,-2.0,-3.5,-0.4,-3.2,-1.2

[41] S=C(Nc1nc2c(s1)CCCC2)NC1CC1
[42] Cc1nnsc1-c1onc(C)c1C(=O)O/N=C/c1ccc(Cl)cc1
[43] Cc1ccc2c(Cn3ccnc3)cc(=O)oc2c1C
[44] O=C(Cc1ccccc1)Nc1ccc(NC(=O)c2cccs2)cc1
[45] CC(C)CN(CC(C)C)S(=O)(=O)N1CCC(C(=O)NCc2cccs2)CC1
[46] CC(NC(=O)Cn1cccc1C(=O)c1ccccc1)c1ccc2c(c1)OCCO2 (stereo not drawn)
Assay by compound,41,42,43,44,45,46
IDE cell activ,2,6,1,2,6,-1
UBC9 SUMO inh,11,6,-4,26,-4,8
IDE inh,x,-3,-1,0,7,9
VIM-2 inh,-1.7,-0.1,6.5,0.7,-2.4,2.4
GalR3 antag,4,-4,2,1,3,-5
NS3 helicase inh,0,-9,5,-4,7,5
pCIP destab,4,3,3,-13,3,2
CRFR2-BP antag,-5,125*,-7,-8,-6,0
IMP-1 inh,-1.2,0.2,-0.6,-3.1,-3.2,-0.7

Source: PubChem BioAssay
